High-throughput results as filed in PubChem BioAssay.
KB-V1 MDR tox: kills drug-selected multidrug resistant KB-V1 cells. KB-V1 MDR cells viability, CellTiter-Glo, 72 h. 400,000 tested, 3.4% active. Potency, µM (titrated, usually from 46.1 µM), without a hit: at the top dose activity change, negative = cytotoxicity, hits mostly cytotoxic. AID 1347076; further: potency means the concentration at half of the fitted maximal effect; on the % scale 0 is the no-effect control and ±100 the full control effect; nearly all actives have a fitted effect of over 60% in size
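In this primary screen, KB-V1 cells overexpressing P-gp are incubated with library compounds (lowest to highest concentration) for 72 h at 37 degrees C before a luminescent ATP viability read.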
IL-1B inflam inh: inhibitors of inflammasome signaling (IL-1 beta secretion); 360,000 tested, 4.7% active; THP-1 LPS/ATP IL-1B secretion, AlphaLISA, 16 h; active compounds read low; activity change, % at 57.5 µM; in the data active means activity change below about -50%; inconclusive means mostly about -30% to -49%; further: on the % scale 0 is the no-effect control and ±100 the full control effect
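Secreted IL-1B measured by AlphaLISA bead assay after 16 h compound exposure of THP-1 cells; compounds (final up to 57.5 uM) added 1 h before LPS (250 ng/mL) and ATP (1.25 mM) stimulation; lower signal means less secretion.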
S2 tox: cell viability loss in ATXN counter-screen; S2 cells (HEK-293 line with an ATXN2-luciferase reporter) viability, CellTiter-Fluor protease fluorescence, 24 h; Potency, µM (doses to about 56.7 µM), most hits filed as cytotoxic; 400,000 tested, 0.49% active; AID 651635; further: potency means the concentration at half of the fitted maximal effect; nearly all actives have a fitted effect of over 40% in size
MCF10A rereplic: induces DNA re-replication in MCF 10a normal breast cells. MCF 10A DNA re-replication, Hoechst nuclear intensity, 48 h. Potency, µM (series often up to 46.1 µM), without a hit: top-dose activity, positive = re-replication, most hits filed as activators. 350,000 tested, 2.9% active. AID 624296; further: potency means the concentration at half of the fitted maximal effect; % of control where 0% means no effect; nearly all actives have a fitted effect of over 50% in size
HT1080NT lethal: kills 2HG-producing HT-1080-NT fibrosarcoma cells. HT-1080-NT fibrosarcoma viability, CellTiter-Glo ATP luminescence, 48 h. Potency, µM (doses to about 46.1 µM), for inactives: at the top dose activity, negative = less viability, most hits filed as cytotoxic. 360,000 tested, 1.6% active;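 further: NT is the 2HG producing partner of a matched IDH1 knockdown line; potency means the concentration at half of the fitted maximal effect; 0% = DMSO-treated cells and -100% = media-only wells without cells; nearly all actives have a fitted effect of over 55% in size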
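HT-1080-NT fibrosarcoma cells (2HG-overproducing), 750 cells/well in RPMI with 5% FBS, dosed after 2 h and incubated 48 h at 37C. CellTiter-Glo luminescence normalized to DMSO and no-cell wells; concentration-response curves fitted and classed.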
SW480 rerep: DNA re-replication induction in SW480 cells; Potency, µM (top dose mostly 46.1 µM), for inactives: at the highest dose re-replication activation, hits mostly activators; SW480 DNA re-replication, Hoechst DNA content imaging, 48 h; 340,000 tested, 1.8% active; further: potency means the concentration at half of the fitted maximal effect; % of control where 0% means no effect; nearly all actives have a fitted effect of over 55% in size
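DNA re-replication was detected as more nuclei of elevated Hoechst intensity after 48 hr exposure to compound (23 nL pinned per well of 250 cells).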
HT1080 IDH1KD tx: kills HT-1080 cells with IDH1 knockdown. Potency, µM (highest dose often 46.1 µM), for inactives: top-dose activity, negative = toxicity, actives largely listed as cytotoxic. AID 686971. 360,000 tested, 2% active. HT-1080 IDH1 knockdown viability, ATP luminescence, 48 h;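 further: potency means the concentration at half of the fitted maximal effect; 0% = DMSO wells and -100% = cell-free medium wells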
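Knockdown cells (IDH1KD HT-1080) received compounds 2 h after plating at 750 cells/well and were kept 48 h at 37 °C in 5% FBS RPMI. A CellTiter-Glo luminescence read gave % activity for curve fitting.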
KB-3-1 cytotox: kills parental KB-3-1 adenocarcinoma cells; KB-3-1 viability, CellTiter-Glo ATP luminescence, 72 h; Potency, µM (highest dose often 46.1 µM), without a hit: at the highest dose activity change, negative = cytotoxic, usual class: cytotoxic; 400,000 tested, 1.4% active; further: potency means the concentration at half of the fitted maximal effect; on the % scale 0 is the no-effect control and ±100 the full control effect; nearly all actives have a fitted effect of over 60% in size
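Parental KB-3-1 viability, qHTS format: 72 h compound exposure, 37 °C; CellTiter-Glo; media-only wells and DMSO plates as controls; concentration-effect fits on corrected data.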
ATXN2 expr inh: ATXN2 expression inhibition. HEK-293 ATXN2-luciferase reporter, luminescence, 24 h. Potency, µM (series often up to 57 µM), without a hit: at the top dose activity change, negative = inhibition, usual class: inhibitors. 360,000 tested, 0.72% active. AID 1745845; further: potency means the concentration at half of the fitted maximal effect; on the % scale 0 is the no-effect control and ±100 the full control effect; nearly all actives have a fitted effect of over 55% in size
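qHTS (up to 57 uM final) was run with 24 h compound exposure of reporter cells at 37 °C. Each well was multiplexed: SteadyGlo luminescence measured ATXN2-luciferase expression after a fluorogenic Gly-Phe-AFC viability readout (25 uM final).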
Numbers without * were called inactive; i = inactive; ? = inconclusive; nt = not tested or not shown; [ ] = another dose, or the depositor's remark. Unless noted, the call rests on the fitted dose curve; in most records, active means well fitted curve in the direction sought with a large enough effect; inconclusive means small, poorly fitted or top-dose-only effect, or another doubt; inactive means no such curve, though single readings can be large; an effect the other way counts as inactive or inconclusive.

No.	molecule	KB-V1 MDR tox	IL-1B inflam inh	S2 tox	MCF10A rereplic	HT1080NT lethal
1	CCC1CCCCN1CCCNC(=O)c1ccc2c(=O)n(CCOC)c(=O)[nH]c2c1 (stereo unspecified)	0%	-14	i	-16%	23%
2	CCOC(=O)c1[nH]c(C)c(C(=O)Nc2ccc(F)cc2)c1C	-3%	-5	i	1%	-16%
3	O=C(CSc1nnnn1-c1ccccc1)Nc1ccc(N2CCOCC2)c(Cl)c1	-1%	0	i	1%	1%
4	COc1ccc(/C=C2\COc3ccccc3C2=O)cc1OC	-13%	-98*	i	?	12µM*
5	Cc1nn(-c2ccccc2)c2c1C(c1cccs1)C(C#N)=C(N)O2 (stereo unspecified)	-4%	-10	i	7%	-8%
6	CCCCOC(=O)C1=C(C)Nc2ncnn2C1c1ccc(OC)c(OC)c1 (stereo unspecified)	0%	50	i	12%	3%
7	COc1ccc2c(c1)c1c(c(=O)n(-c3ccc(F)c(Cl)c3)c(=O)n1Cc1ccccc1F)n2C	14%	nt	i	nt	nt
8	C=CCc1cccc(/C=N/NC(=O)CCCNc2ccc(C)cc2)c1O	23µM*	37	i	?	?
9	CC(Oc1ccccc1)c1ccn[nH]1 (stereo unspecified)	22%	7	i	-1%	6%
10	O=C(NC(Cc1ccccc1)C(=O)O)/C(=C/c1ccccc1)NC(=O)c1ccco1 (stereo unspecified)	-2%	6	i	-39%[inhibitor]	-2%

No.	SW480 rerep	HT1080 IDH1KD tx	KB-3-1 cytotox	ATXN2 expr inh
1	-22%	9%	4%	3%
2	4%	-9%	0%	1%
3	10%	-4%	0%	-8%
4	?	18µM*	?	4%
5	-1%	-8%	-20%	-19%
6	-1%	2%	2%	-2%
7	nt	nt	14%	3%
8	?	?	?	?
9	5%	11%	11%	-19%
10	-3%	-5%	1%	3%

The final 3 records of the section above come first, to join the parts:
No.	molecule	KB-V1 MDR tox	IL-1B inflam inh	S2 tox	MCF10A rereplic	HT1080NT lethal
8	C=CCc1cccc(/C=N/NC(=O)CCCNc2ccc(C)cc2)c1O	23µM*	37	i	?	?
9	CC(Oc1ccccc1)c1ccn[nH]1 (stereo unspecified)	22%	7	i	-1%	6%
10	O=C(NC(Cc1ccccc1)C(=O)O)/C(=C/c1ccccc1)NC(=O)c1ccco1 (stereo unspecified)	-2%	6	i	-39%[inhibitor]	-2%
11	Cn1nnnc1SCCNS(=O)(=O)c1ccccc1	-12%	0	i	-2%	24%
12	CCCCC1CCC(C(=O)N(CCCC)c2c(N)n(CCCC)c(=O)[nH]c2=O)CC1 (stereo unspecified)	3%	i	i	?	-13%
13	CCOc1ccccc1C(=O)N(Cc1ccc(C)o1)C1CCS(=O)(=O)C1 (stereo unspecified)	-8%	-6	i	2%	4%
14	Cc1ccc(NC(=O)CN(C)C(=O)CCCN2C(=O)c3ccccc3C2=O)cc1	15%	6	i	-2%	0%
15	CSc1ccc(CN2CCC2(C)C(=O)Nc2cccc(Oc3ccccc3)c2)cc1 (stereo unspecified)	-12%	15	i	nt	-9%
16	CCOC(=O)Nc1ccc(S(=O)(=O)N2CCC(c3nc4ccccc4[nH]3)CC2)cc1	2%	?	i	nt	-9%
17	C[C@H]1CC[C@]2(O[C@H](CCO)C[C@H](O)[C@H]2O)O1	4%	8	i	-12%	16%
18	CCOC(=O)C1CCN(c2c(NCCCN3CCCCC3)c(=O)c2=O)CC1	-7%	16	i	-9%	6%
19	CCCOc1ccc(C(=O)NCC2OCCc3ccccc32)cc1 (stereo unspecified)	?	nt	i	nt	nt
20	C=CCN1CC2(c3ccccc3)CN(CC=C)CC(c3ccccc3)(C1)C2=O	-10%	-8	i	-8%	-2%

No.	SW480 rerep	HT1080 IDH1KD tx	KB-3-1 cytotox	ATXN2 expr inh
8	?	?	?	?
9	5%	11%	11%	-19%
10	-3%	-5%	1%	3%
11	-2%	25%	15%	4%
12	-3%	-9%	?	?
13	0%	10%	-3%	7%
14	6%	3%	16%	2%
15	nt	-11%	0%	-3%
16	nt	-5%	-14%	nt
17	3%[9.22 µM]	9%	20%	10%
18	0%	4%	4%	8%
19	nt	nt	-1%	11%
20	-1%	-8%	-2%	17%

Carrying on:
No.	molecule	KB-V1 MDR tox	IL-1B inflam inh	S2 tox	MCF10A rereplic	HT1080NT lethal
21	CCCC1S/C(=N/N=C/c2ccc(OC)cc2)N(Cc2ccc(OC)cc2)C1=O (stereo unspecified)	16µM*	27	i	11%	-4%
22	CC(Oc1cccc(Cl)c1)C(=O)N1CCCN(C)CC1 (stereo unspecified)	-11%	0	i	-13%	-7%
23	COc1ccc(OC)c(NC(=O)CC2Oc3ccccc3NC2=O)c1 (stereo unspecified)	-7%	19	?	-1%	7%
24	CCCn1c(-c2ccccc2)nc2c(=O)n(C)c(=O)[nH]c21	-1%	5	i	2%	-5%
25	COc1ccc(S(=O)(=O)N2CCC(c3nnnn3-c3ccccc3)CC2)cc1OC	?	nt	i	nt	nt
26	CC(C)C1Cc2nc(Cl)c(C#N)cc2CO1 (stereo unspecified)	12%	6	i	7%	17%
27	COc1ccc(CCN2CC(C(=O)NCc3ccccc3)CCC2=O)cc1 (stereo unspecified)	2%	-2	i	-34%[inhibitor]	12%
28	CC(C(=O)NCCc1ccc(F)cc1)N1CCN(Cc2ccccc2)CC1 (stereo unspecified)	?	5	i	?	-1%
29	CCOc1ccccc1N(CC(=O)Nc1cccnc1)S(=O)(=O)c1ccc(C)cc1	-24%	2	?	?	0%
30	Cc1ccc(/C=N/NC(=O)c2cccc(NC(=O)c3ccccc3Cl)c2)o1	0%	-7	i	-13%	-11%

No.	SW480 rerep	HT1080 IDH1KD tx	KB-3-1 cytotox	ATXN2 expr inh
21	-1%	-2%	-8%	4%
22	-10%	-1%	-6%	4%
23	-21%	6%	-3%	nt
24	-1%	2%	-2%	7%
25	nt	nt	?	?
26	1%[9.22 µM]	10%	15%	1%
27	-7%	9%	18%	1%
28	-1%	6%	18%	3%
29	0%	-1%	-5%	-34%
30	-4%	-7%	0%	-6%

New compounds follow
No.	molecule	KB-V1 MDR tox	IL-1B inflam inh	S2 tox	MCF10A rereplic	HT1080NT lethal
31	Cc1oc2ncnc(N3CCOCC3)c2c1C(=O)Nc1ccc(Br)cc1F	-6%	nt	i	nt	nt
32	Nc1[nH]n(-c2c(Cl)cc(Cl)cc2Cl)c(=O)c1N=Nc1ccc(S(=O)(=O)Nc2ncccn2)cc1	0%	7	i	-1%	3%
33	Cc1ccc(OCCC(=O)Nc2ccccc2C(=O)NC2CC2)cc1	-9%	13	i	14%	0%
34	CCCc1cc(C(=O)N2CCCC(Cc3cccc(Cl)c3)(C(=O)OCC)C2)n(C)n1 (stereo unspecified)	?	-26	i	9%	?
35	CC1=NN(c2ccccc2)C(=O)C1(C)C	?	17	i	4%	11%
36	CS(=O)(=O)c1ccc2c(c1)SC1=NC(=O)/C(=C/c3ccco3)C(=N)N12	-12%	-4	i	-1%	-9%
37	Cc1ccc(-c2nnn(CC(=O)N(Cc3ccco3)C(C(=O)NC(C)(C)C)c3ccc(C)o3)n2)o1 (stereo unspecified)	-18%	-23	i	14%	0%
38	CCc1ccc(NC(=O)C(C)OC(=O)/C=C/c2cccc([N+](=O)[O-])c2)cc1 (stereo unspecified)	-4%	2	i	?	17%
39	CCCCc1nc2cc(C(=O)N(C)C(C)c3ccccn3)ccc2o1 (stereo unspecified)	-4%	15	i	2%	-5%
40	COC(=O)c1c(NC(=O)CSc2ccccc2N)sc(C)c1C	-9%	-62*	i	22%	-7%

No.	SW480 rerep	HT1080 IDH1KD tx	KB-3-1 cytotox	ATXN2 expr inh
31	nt	nt	8%	-2%
32	-22%	-5%	0%	nt
33	-11%	-4%	11%	2%
34	0%	?	?	-24%
35	-8%	11%	17%	3%
36	-3%	-1%	2%	0%
37	?	-9%	?	-39%
38	0%	6%	6%	-9%
39	?	15%	-8%	nt
40	1%	-3%	-10%	-11%[11.3 µM]

Next part
No.	molecule	KB-V1 MDR tox	IL-1B inflam inh	S2 tox	MCF10A rereplic	HT1080NT lethal
41	Cc1cc(NC(=O)CN2CCN(C/C=C/c3ccccc3)CC2)c([N+](=O)[O-])cc1C	-25%	1	i	6%	-3%
42	Cc1sc2nc(SCC(=O)N(CCO)CCO)nc(N)c2c1C	25%	13	i	-1%	-1%
43	COc1ccccc1C(C(=O)NC1CCCCC1)N(C(=O)c1csnn1)C1CC1 (stereo unspecified)	-23%	-5	i	-3%	-10%
44	c1ccc(Cc2nnc3sc(C4COc5ccccc5O4)nn23)cc1 (stereo unspecified)	15µM*	-11	i	9%	6%
45	COc1ccc(N2CCN(C(=O)CSc3nnc(-c4ccco4)n3C)CC2)cc1	-28%	3	i	-14%	1%
46	CC(C)(C)C(=O)NNC(=O)C1CC1(c1ccccc1)c1ccccc1 (stereo unspecified)	2%	0	i	-2%	3%
47	COc1cccc(NC(=O)N2CCCC2C(=O)Nc2ccc3c(c2)OCO3)c1 (stereo unspecified)	3%	4	?	2%	8%
48	COc1ccc(CNC(=O)CCC(=O)N2CCN(C(C)=O)CC2)cc1	20%	32	i	-16%	1%

No.	SW480 rerep	HT1080 IDH1KD tx	KB-3-1 cytotox	ATXN2 expr inh
41	-5%	-11%	-22%	-5%
42	-6%	12%	1%	11%
43	10%	-4%	-3%	36%[activator]
44	-3%	-5%	6%	11%
45	5%	-2%	-13%	-3%
46	7%	10%	1%	-19%
47	-2%	5%	-2%	-14%
48	6%	10%	-3%	11%

Two of the compounds above, screen by screen:
(48) COc1ccc(CNC(=O)CCC(=O)N2CCN(C(C)=O)CC2)cc1
(47) COc1cccc(NC(=O)N2CCCC2C(=O)Nc2ccc3c(c2)OCO3)c1 (stereo unspecified)
assay / entry	48	47
KB-V1 MDR tox	20%	3%
IL-1B inflam inh	32	4
S2 tox	i	?
MCF10A rereplic	-16%	2%
HT1080NT lethal	1%	8%
SW480 rerep	6%	-2%
HT1080 IDH1KD tx	10%	5%
KB-3-1 cytotox	-3%	-2%
ATXN2 expr inh	11%	-14%
